# Source: PubChem BioAssay
# 697 NFkB inh: inhibitors of the PMA/ionomycin-induced NF-kB reporter in 697 B cells | hit rate 0.33% among 330,000 | 697 B-cell NF-kB luciferase reporter, 16 h | inhibition, % at 4 µM; in the data active means inhibition above about 35%
# tim23-1 inh: inhibits growth of tim23-1 mutant yeast; S. cerevisiae tim23-1 growth, BacTiter-Glo luminescence, 24 h; inhibition, % at 20 µM; hit rate 1.3% among 330,000;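 active means growth inhibition of the mutant yeast at or above 50%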;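 further: temperature-sensitive mutant grown at 25 °C; plate controls were DMSO-treated mutant yeast for no effect and medium wells lacking yeast for full effect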
# UPR CHOP act: activators of apoptotic arm of unfolded protein response (CHOP) | CHO-CHOP luciferase reporter, UPR activation, luminescence; percent of tunicamycin response over DMSO baseline | activation, % at 10 µM | hit rate 0.34% among 330,000 | AID 449763;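 active means at 10 µM dose, activation of 40% or more, normalized to positive control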;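 further: 100% = tunicamycin at 10 µg/mL and 0% = DMSO alone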
#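 Evaluation: % reporter activation, DMSO baseline versus tunicamycin full activation; System: CHO-CHOP luciferase reporter cell line; Input: 500 cells/well; Incubation: 6 h compound treatment, 37 °C; Measured by: Steady-Glo luciferase luminescence; Dosing: one dose, 10 µM in 0.5% DMSO; Buffer or medium: F12 medium, 10% FBS; Benchmarks: positive tunicamycin 10 µg/mL, negative DMSO alone.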
# Jurkat NFkB inh: inhibitors of the PMA/ionomycin-induced NF-kB reporter in Jurkat cells; PMA/ionomycin-induced NF-kB luciferase reporter, luminescence; inhibition, % at 4 µM; hit rate 0.53% among 330,000; in the data active means inhibition above about 50%
# APJ ag: activates the human apelin receptor APJ | P35414 | CHO-K1 APJ PathHunter beta-arrestin, luminescence; 0% DMSO wells, 100% apelin | activation, % at 20 µM | hit rate 0.11% among 330,000;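 active means activation more than six SD over the plate average, tested at 20 µM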;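 further: 0% = DMSO alone and 100% = apelin-13 at 10 nM; some results filed as inactive read as strong as hits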
#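 Test system: CHO-K1 APJ beta-arrestin complementation cell line | Compound: Single test compound dose, 20 µM final, 1% DMSO | Incubation: Compound 90 min 25 °C, reagent 1 h | Measured by: beta-gal luminescence | Read-out basis: APJ–arrestin association signal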
# XBP1 UPR activ: activators of adaptive arm of unfolded protein response (XBP1). AID 463104. hit rate 0.33% among 330,000. CHO-XBP1 luciferase reporter, IRE1-XBP1 UPR activation, luminescence; percent of tunicamycin response, DMSO as zero. activation, % at 20 µM;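 active means versus positive control, 20 µM dose yields 30% or more activation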;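 further: 100% = tunicamycin at 10 µg/mL and 0% = DMSO only wells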
#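 Material: IRE1-XBP1 luciferase reporter CHO line / Quantity: one thousand reporter cells per well / Buffer or medium: F12 with 10% serum / Compound: 20 µM single concentration, DMSO 1% / Times: 6 h treatment, 37 °C / Detection: Steady-Glo luciferase glow luminescence, 10 min after reagent addition / Benchmarks: tunicamycin high, DMSO low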
# Mdm2 MdmX PPI: inhibitors of human Mdm2/MdmX interaction. SaOS-2 split-luciferase Mdm2/MdmX complementation, luminescence. O15151+Q00987. AID 485346. inhibition, % at 8 µM. hit rate 3% among 330,000;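 active means inhibition of at least 50% at 8 µM in the primary screen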
# Target sequence (O15151 whole entry, looked up): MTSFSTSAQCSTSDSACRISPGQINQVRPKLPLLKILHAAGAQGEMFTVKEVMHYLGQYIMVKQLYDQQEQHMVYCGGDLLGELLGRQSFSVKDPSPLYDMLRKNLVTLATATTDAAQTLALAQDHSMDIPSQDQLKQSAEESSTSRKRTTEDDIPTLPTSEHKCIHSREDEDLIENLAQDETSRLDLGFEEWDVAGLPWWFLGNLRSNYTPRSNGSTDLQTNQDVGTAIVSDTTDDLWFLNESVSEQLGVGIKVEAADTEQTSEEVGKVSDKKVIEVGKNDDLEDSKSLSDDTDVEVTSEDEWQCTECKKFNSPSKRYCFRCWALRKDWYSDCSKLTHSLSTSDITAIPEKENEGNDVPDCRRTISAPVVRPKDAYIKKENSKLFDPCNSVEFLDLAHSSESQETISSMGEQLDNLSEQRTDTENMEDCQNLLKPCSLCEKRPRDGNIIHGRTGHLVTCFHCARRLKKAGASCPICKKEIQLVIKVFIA
# Target sequence (Q00987 whole entry, looked up): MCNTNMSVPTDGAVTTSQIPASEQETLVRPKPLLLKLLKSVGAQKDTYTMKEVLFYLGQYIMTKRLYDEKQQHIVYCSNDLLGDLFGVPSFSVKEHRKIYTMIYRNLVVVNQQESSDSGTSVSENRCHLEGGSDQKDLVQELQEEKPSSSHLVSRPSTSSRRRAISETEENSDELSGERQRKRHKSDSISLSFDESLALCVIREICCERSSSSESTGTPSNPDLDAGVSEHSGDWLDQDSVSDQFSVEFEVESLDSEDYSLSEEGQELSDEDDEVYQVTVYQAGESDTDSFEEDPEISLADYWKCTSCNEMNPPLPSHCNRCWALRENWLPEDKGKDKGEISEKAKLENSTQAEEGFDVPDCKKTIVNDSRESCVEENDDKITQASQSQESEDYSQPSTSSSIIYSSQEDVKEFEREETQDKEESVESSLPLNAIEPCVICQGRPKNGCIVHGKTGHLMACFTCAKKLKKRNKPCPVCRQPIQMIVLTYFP
# APJ antag: antagonists of human APJ apelin receptor; P35414; CHO-K1 APJ beta-arrestin complementation, luminescence; hit rate 0.32% among 330,000; inhibition, % at 20 µM;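 active means inhibition above about 40% at 20 µM, limit read from the data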;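 further: cells challenged with 10 nM apelin-13 agonist together with compound; plate controls were apelin-13 plus DMSO wells for no effect and DMSO wells lacking apelin-13 for full effect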
# An asterisk follows results filed as active.
# Sample of the layout:
mol	XBP1 UPR activ	APJ antag	Mdm2 MdmX PPI	Jurkat NFkB inh	tim23-1 inh	697 NFkB inh	UPR CHOP act	APJ ag
Cc1cc(=O)n2nc(N3CCC(C(=O)N4CCN(C)CC4)CC3)sc2n1	-6	-7	22	-7	8	18	-3.3	-2
CCOc1ccc(S(=O)(=O)Nc2ccc(C(=O)N(C)CC(=O)Nc3ccc(OC)cc3)cc2)cc1	-1	16	-19	15	-4	25	1.8	-1
CN(CC(=O)N1CCN(Cc2ccccc2)CC1)C(=O)Cc1ccc(Cl)c(Cl)c1	-3	-4	21	3	17	16	-0.2	-1

# This part in full, from the first entry:
mol	XBP1 UPR activ	APJ antag	Mdm2 MdmX PPI	Jurkat NFkB inh	tim23-1 inh	697 NFkB inh	UPR CHOP act	APJ ag
Cc1cc(=O)n2nc(N3CCC(C(=O)N4CCN(C)CC4)CC3)sc2n1	-6	-7	22	-7	8	18	-3.3	-2
CCOc1ccc(S(=O)(=O)Nc2ccc(C(=O)N(C)CC(=O)Nc3ccc(OC)cc3)cc2)cc1	-1	16	-19	15	-4	25	1.8	-1
CN(CC(=O)N1CCN(Cc2ccccc2)CC1)C(=O)Cc1ccc(Cl)c(Cl)c1	-3	-4	21	3	17	16	-0.2	-1
CCOC(=O)c1cc(CC)sc1NC(=O)c1cc([N+](=O)[O-])ccc1N1CCOCC1	14	-8	42	59*	-2	18	2.2	-4
Nc1nc(N2CCN(c3ccc(F)cc3)CC2)n[nH]1	-3	8	3	4	-9	23	1.3	-4
CCCN(CCC)CCNS(=O)(=O)c1ccc2c(c1)oc(=O)n2C	-2	3	17	11	-4	6	-0.7	-1
Cc1c(CN2CCC(n3nccc3NC(=O)c3cccc(F)c3)CC2)cnn1C	-4	26	5	10	10	-10	-1.1	1
O=C(NCc1ccc(F)cc1)c1cnc2sccn2c1=O	-1	-78	14	-1	16	-1	-0.2	-3
CCOC(=O)c1cc(-c2ccccc2C)nn1Cc1cc(C)no1	7	0	-28	-16	10	-18	2.8	-3
CCOC(=O)c1ccc(NCCOC)c([N+](=O)[O-])c1	3	-8	-55	-28	7	-12	4.2	-5
Cc1ccccc1-c1nc(-c2cccnc2)no1	3	-9	-39	-70	23	-88	3.8	-4
Cc1occc1C(=O)NNC(=S)NCC(C)C	0	-7	22	5	6	1	0.7	-3
CNC(=S)N/N=C(\C)c1ccccc1	1	6	-11	1	16	-11	-0.8	1
CCc1ccccc1NC(=S)N(CCc1ccncc1)C(C)C	-2	-13	-5	0	7	1	0.0	-4
CCCC[C@@H]1C[C@H]1[C@@H](NC(=O)c1ccccc1)c1ccccc1C(F)(F)F	-1	0	17	10	7	-1	-0.5	6
O=C(C[n+]1cccc(NC(=O)c2ccccc2)c1)c1ccccc1	2	13	-8	-21	2	3	-2.4	-2
CN(C)c1nc(-c2cccnc2)nc(-c2ccc(Cl)cc2)c1C#N	-1	-1	17	15	-8	8	-1.7	-2
COc1ccc(S(=O)(=O)Nc2cc3c4c(c2)CCC(=O)N4CCC3)cc1	-1	10	10	10	-5	6	-1.3	0
COc1ccc(N(CC(=O)NCCC2=CCCCC2)S(C)(=O)=O)cc1	-2	-5	5	11	13	1	-0.3	-4
CCN1C(=O)[C@H]2[C@@H](c3ccc(-c4ccc(Cl)c(Cl)c4)cc3)N[C@@](Cc3ccccc3)(C(=O)OC)[C@H]2C1=O	-4	3	57*	22	8	11	2.4	0
Fc1ccccc1C1c2cccn2CCN1C(=S)Nc1cccc(Br)c1 (stereo not given)	-2	-8	-1	4	27	11	0.3	7
Cc1sc(N)nc1-c1ccc2c(c1)OCCO2	-2	13	1	-15	-1	-13	3.9	-2
COc1ccc(-c2nn3c(-c4ccc(F)cc4)nnc3s2)cc1	6	-8	14	-4	27	-19	0.4	-1
NCc1ccccc1COc1ccccc1	1	0	39	12	5	11	-0.5	-2
CN1CCN(C(=S)c2cn(CCOc3ccccc3F)c3ccccc23)CC1	-1	11	3	11	10	12	1.2	-3
CCCn1c(SC(C)C(=O)NC2CC2)nnc1-c1ccncc1 (stereo not given)	-3	-7	4	-2	4	12	0.0	-2
CN1CCC(NC(=S)Nc2cccc([N+](=O)[O-])c2)CC1	5	-2	23	-2	-7	17	-1.5	-4
C[C@@H](NC(=O)[C@@H]1Cc2ccccc2CN1)C(=O)Nc1ccc2c(c1)OCO2	1	-10	3	-15	12	5	2.8	-2
Cc1c(Cl)cccc1NC(=S)N(Cc1cccnc1)Cc1ccccc1Cl	0	-23	12	4	-155	-4	-0.2	-2
CCc1cc(C(=O)N2CCCC(CO)(Cc3ccc(F)cc3)C2)n(C)n1 (stereo not given)	4	14	6	0	11	-28	-0.4	4
CCc1ccc(-c2cc(C(=O)Nc3ccc(S(=O)(=O)NC(C)=O)cc3)c3ccccc3n2)cc1	-1	14	1	2	19	-1	-1.4	-2
O=C(NC1CCC(O)CC1)c1ccc(-c2ccc(Cl)cc2)o1 (stereo not given)	1	5	-29	-63	13	-53	5.5	4
COC1CCN(C(=O)c2cc(COc3ccc(-n4cncn4)cc3)on2)CC1	-3	18	5	-3	6	9	-2.1	0
O=C(Nc1ccccc1)N1C2CCC1CC(O)(c1cccnc1)C2 (stereo not given)	-5	8	29	0	-7	7	-4.8	-3
CCn1c(SCC(=O)Nc2cc(C)on2)nc2c(c1=O)SC(C)C2 (stereo not given)	0	-10	24	5	-17	-4	-0.8	-2
COc1nc(N2CCOCC2)nc(-n2cccc2)n1	4	4	26	-3	6	20	-0.3	-1
O=C(NCc1ccc(Cl)cc1)C1CCN(C(=O)c2ccc(Cl)cc2)CC1	-1	-19	-1	-27	5	-24	-1.5	0
Clc1cccc(NC2=NCCC2)c1	-1	7	5	-3	6	17	0.0	-1
Cc1nc(SCC(=O)Nc2ccc(CN3CCCC3)cc2)c2c(C)c(C)sc2n1	9	16	84*	-4	53*	-17	1.2	-3
CCOC(=O)C1CCCc2c1[nH]c1c(C(N)=O)cccc21 (stereo not given)	-2	12	17	-7	26	-4	-1.3	-4
CC(C)CC(C(=O)OCC(=O)c1c(N)n(C)c(=O)n(C)c1=O)N1C(=O)C2CC=CCC2C1=O (stereo not given)	-2	-18	4	-4	16	-12	-1.7	0
Cc1cccc(C)c1Nc1nnc(SC(C)C(=O)Nc2c(C)n(C)n(-c3ccccc3)c2=O)s1 (stereo not given)	2	2	-3	-17	15	-11	-0.1	-1
CCOc1ccc(NC(=O)CCNS(=O)(=O)c2ccc3c(c2)oc(=O)n3C)cc1	-3	11	-8	0	14	-2	19	2
CC1(C)C2([N+](=O)[O-])CN(CCO)CC1([N+](=O)[O-])CN(CCO)C2	11	27	-6	-14	3	-1	-2.9	-2
Cc1ccc(OCCNC(=O)CNC(=O)c2ccc3c(c2)OCO3)cc1	-4	15	26	-7	-6	-8	-1.2	-2
Cc1c(Cl)cccc1NC(=O)Nc1cnccn1	-3	8	30	24	9	-14	2.3	-1
O=S1(=O)CCN2C(c3ccc4c(c3)CCCC4)=CSC2=N1	-3	9	16	-12	13	5	0.6	-3
CCN(CC)CCNCC(O)(c1ccc(Cl)cc1)c1ccc(Cl)cc1	-1	-21	33	-8	7	-42	-1.8	-9
COc1ccc(OC)c(/C=C/C(=O)OCC(=O)Nc2ccc3c(c2)OCCO3)c1	-1	-18	14	-4	6	-4	2.0	-1
Cc1oc2c(c1C(=O)NCCCC(=O)O)CCCC2	-3	-11	15	3	-4	-2	0.0	-3

# Continued.
mol	XBP1 UPR activ	APJ antag	Mdm2 MdmX PPI	Jurkat NFkB inh	tim23-1 inh	697 NFkB inh	UPR CHOP act	APJ ag
CCCc1cc(C(=O)OC)c(NC(=O)c2cc(C)on2)s1	-1	-2	-14	-2	6	-4	5.5	-2
O=S(=O)(c1ccc2c(c1)OCCO2)N(Cc1ccc(F)cc1)Cc1nnc(-c2cccs2)o1	-3	6	10	-6	21	11	1.1	-1
CC1CCN(S(=O)(=O)c2ccc3c(c2)N(CC(=O)NCCCN2CCCC(C)C2)C(=O)CS3)CC1 (stereo not given)	-4	28	24	-5	5	9	1.7	-1
Cc1cc(NC(=O)CSc2nnc(C3CC3)n2Cc2ccccc2)no1	-1	18	-2	7	3	16	1.7	-3
COc1cccc(-n2c(=O)c3ccccc3n(CC(=O)NCC3CCCO3)c2=O)c1 (stereo not given)	0	3	18	0	-1	16	0.3	-2
CCOC(=O)C1=C(CSc2nc(-c3ccncc3)ccc2C#N)OC(N)=C(C#N)C1c1cccnc1 (stereo not given)	-3	-3	11	8	11	19	5.7	5
COCCNC(=O)c1ccccc1NC(=O)CN(c1ccc2c(c1)OCO2)S(C)(=O)=O	-3	-11	16	-6	4	0	0.9	-2
CC(C)C(=O)Nc1nc2c(ncn2C2CC(O)C(CO)O2)c(=O)[nH]1 (stereo not given)	3	5	16	12	-1	-6	-1.2	-1
Cc1ccc(NS(=O)(=O)c2ccc(C(=O)N3CCN(c4ccccn4)CC3)cc2)cc1	-4	10	7	1	18	-12	-3.3	0
CN(C)S(=O)(=O)c1cccc(NC(=O)Cc2ccc(-c3ccccc3)cc2)c1	-5	-7	6	-4	26	-19	2.2	3
COc1ccc(CN(C(=O)c2oc3ccc(F)cc3c2C)C2CCS(=O)(=O)C2)cc1 (stereo not given)	-3	15	14	-1	29	-10	1.9	-2
COc1cc(OC)cc(-c2c(-c3ccsc3)c3cc(Br)ccc3n2C)c1	-4	-22	2	-9	-6	-26	0.1	1
COC(=O)[C@]1(Cc2ccccc2)N[C@H](CN(C)C(=O)Nc2ccc(F)cc2)[C@@H]2C(=O)N(C)C(=O)[C@@H]21	0	7	4	-5	9	-3	2.1	-3
CCOC(=O)c1cc2c(nc1N)CC(C)(CC)OC2 (stereo not given)	0	-14	-43	-23	11	-97	3.2	0
O=C(NCC1CCCO1)C(C(=O)c1ccccc1)n1ccccc1=O (stereo not given)	0	13	6	10	5	-2	1.7	-2
CS(=O)(=O)N(CC(=O)N1CCOCC1)c1ccc2c(c1)OCO2	-4	9	15	-5	1	10	-1.3	-1
Cc1cccc2cc(C#N)c(NCCNS(=O)(=O)c3ccccc3)nc12	-1	-21	7	6	10	9	0.7	-2
COCCN(C(=O)c1ccccc1OC1CCN(S(C)(=O)=O)CC1)C(C)C	-5	-23	0	-7	14	3	0.4	0
NC(=O)C1(c2ccccc2)CCCN1C(=O)c1ccc(Br)cc1 (stereo not given)	-1	2	2	3	2	-7	0.5	-2
O=C(NC(Cc1ccccc1)C(=O)NC1CC1)OCc1ccccc1 (stereo not given)	-1	2	20	5	-2	20	0.4	0
Cn1ccnc1SCCNC(=O)C1CCC(=O)N(Cc2ccc(Cl)cc2)C1 (stereo not given)	-6	-5	1	-6	-24	-4	-2.6	-6
Cc1ccnc(NS(=O)(=O)c2ccc(NC(=O)c3ccc4c(c3)OCCO4)cc2)n1	2	-1	7	5	6	-3	0.3	-4
O=c1c(Cc2c(F)cccc2Cl)c(O)ccn1CCc1ccccn1	1	4	17	6	9	7	0.0	-1
C/C(=N\NC(=S)NCc1ccccc1)c1ccc(C)o1	0	-5	-20	-6	33	7	2.3	0

# Rows are unselected; about 5% have a hit in one of these screens.
